Pol III holo inh = DNA polymerase III holoenzyme inhibition | reconstituted DNA polymerase III holoenzyme replication, biochemical | Potency, µM (doses to about 57.1 µM), for the others: at the highest dose activity change, negative = inhibition | 71,000 tested, 0.25% active | AID 603; further: potency means the concentration at half of the fitted maximal effect; on the % scale 0 is the no-effect control and ±100 the full control effect
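Reconstituted *E. coli* holoenzyme (0.35 nM Pol III, 1 nM beta, 154 nM SSB, 2 nM primase) was preincubated with compound for 15 min at RT. Synthesis on 1.4 nM ssM13Gori ran 35 min, then was stopped with PicoGreen/EDTA and read as dsDNA fluorescence.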
Rhodamine fluor = compound fluoresces in the rhodamine spectral region; Rhodamine-region fluorescence, 547/598 nm, Tris buffer; hits give high values; max dye-equivalent concentration, M; 59,000 tested, 0.05% active; in the data active means max dye-equivalent concentration above about 11 nM; inconclusive means between about 1.1 nM and that limit
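qHTS spectral profiling of compounds without any target or enzyme present, in pH 8.0 Tris buffer; plates were read after a 15-minute room-temperature incubation using the rhodamine-region filter set.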
HEK293 cAMP cs = parental HEK293 cAMP activation (counter-screen); parental HEK293 CNG cAMP sensor, membrane potential fluorescence; Potency, µM (doses to about 57.1 µM), for inactives: at the highest dose activation, hits mostly activators; 73,000 tested, 2.5% active; AID 938; further: potency means the concentration at half of the fitted maximal effect; % of control where 0% means no effect; nearly all actives have a fitted effect of over 55% in size
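Counterscreen for endogenous-receptor signalling: CNG-channel HEK 293 cells report cAMP rise by membrane depolarization. After 60 min dye equilibration with 100 uM RO 20-1724, compounds incubated 30 min before bottom-read fluorescence at 590 nm.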
BRCT PPI green = inhibitors of human BRCA1 BRCT-phosphoprotein interaction (green fluorophore). Potency, µM (doses to about 76.9 µM), for the others: at the top dose activity change, negative = inhibition, usual class: inhibitors. 75,000 tested, 0.05% active. AID 875. P38398. BRCA1 BRCT-phosphopeptide binding, green fluorescence polarization;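 further: potency means the concentration at half of the fitted maximal effect; plate controls were peptide without protein for full effect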
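Compounds were incubated for 12 min at room temperature with a complex of 100 nM fluorescein-tagged pBACH1 decapeptide and 250 nM His-tagged BRCT protein. Buffer was phosphate pH 7.3 with EDTA, DTT and Tween 20. Disruption of binding lowers the polarization signal.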
Caspase-7 inhib = allosteric or competitive inhibitors of human caspase-7; P55210; recombinant caspase-7, Ac-DEVD-AFC fluorescence rate; Potency, µM (series often up to 57.5 µM), without a hit: at the top dose activity change, negative = inhibition, usual class: inhibitors; 75,000 tested, 0.02% active; active means well fitted inhibition curve with a large enough effect in the main read-out, with a control signal flat, not every such curve was filed as active; inconclusive means small, poorly fitted or top-dose-only effect, or a change in a side signal; further: potency means the concentration at half of the fitted maximal effect; % of control where 0% means no effect
Casp1 inh = blocks human caspase-1 allosterically or competitively. Caspase-1 enzyme, Ac-WEHD-AFC fluorogenic rate. Potency, µM (series often up to 57.5 µM), for the others: at the highest dose activity change, negative = inhibition, hits mostly inhibitors. 75,000 tested, 0.03% active. P29466;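 further: potency means the concentration at half of the fitted maximal effect; plate controls were vehicle for no effect and no substrate for full effect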
Target sequence (P29466 120-297 limits assumed): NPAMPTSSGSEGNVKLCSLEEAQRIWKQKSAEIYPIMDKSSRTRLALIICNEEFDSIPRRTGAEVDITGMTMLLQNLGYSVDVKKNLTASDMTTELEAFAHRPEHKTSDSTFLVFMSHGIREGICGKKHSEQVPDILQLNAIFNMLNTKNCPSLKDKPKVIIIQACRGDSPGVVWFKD
Target sequence (P29466 317-404 limits assumed): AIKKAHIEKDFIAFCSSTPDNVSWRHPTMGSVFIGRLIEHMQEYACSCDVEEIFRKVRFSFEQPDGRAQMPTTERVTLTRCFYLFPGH
BRCT inh red = disrupts BRCA1 BRCT binding to phosphoprotein, red fluorophore readout; BRCT-phosphopeptide binding, red fluorescence polarization; Potency, µM (top dose mostly 76.9 µM), inactives show at the highest dose activity change, negative = inhibition, usual class: inhibitors; P38398; 75,000 tested, 0.03% active; further: on the % scale 0 is the no-effect control and ±100 the full control effect
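Fluorescence polarization: 100 nM His-tagged BRCA1 BRCT with 100 nM TAMRA-labelled phospho-BACH1 decapeptide, phosphate buffer pH 7.3 with 150 mM NaCl, DTT, 0.01% Tween 20; 12 min RT. Binding inhibition seen as FP decrease.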
Tau fil binding = tau filament binding; P10636; AID 596; Potency, µM (highest dose often 57.1 µM), inactives show at the highest dose activity change, negative = inhibition; recombinant tau filaments, thioflavin S fluorescence, 15 h; filaments grown with octadecylsulfate alongside compound; 71,000 tested, 2% active;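 further: potency means the concentration at half of the fitted maximal effect; on the % scale 0 is the no-effect control and ±100 the full control effect; actives lower thioflavin S fluorescence by blocking filaments or displacing dye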
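Assay mix: 1 uM His-tagged tau, 30 uM sodium octadecylsulfate, thioflavine S dye in HEPES/NaCl/DTT buffer. Compound is added prior to the inducer. Fluorescence after 15 h at 37 C.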
ALOX15 inhib = 15-hLO (ALOX15) enzyme inhibition; P16050; purified 15hLO-1, xylenol orange hydroperoxide absorbance; Potency, µM (titrated, usually from 57.1 µM), without a hit: top-dose activity change, negative = inhibition, hits mostly inhibitors; 74,000 tested, 1.4% active; further: potency means the concentration at half of the fitted maximal effect; on the % scale 0 is the no-effect control and ±100 the full control effect; nearly all actives have a fitted effect of over 55% in size
Target sequence (P16050 whole entry, looked up): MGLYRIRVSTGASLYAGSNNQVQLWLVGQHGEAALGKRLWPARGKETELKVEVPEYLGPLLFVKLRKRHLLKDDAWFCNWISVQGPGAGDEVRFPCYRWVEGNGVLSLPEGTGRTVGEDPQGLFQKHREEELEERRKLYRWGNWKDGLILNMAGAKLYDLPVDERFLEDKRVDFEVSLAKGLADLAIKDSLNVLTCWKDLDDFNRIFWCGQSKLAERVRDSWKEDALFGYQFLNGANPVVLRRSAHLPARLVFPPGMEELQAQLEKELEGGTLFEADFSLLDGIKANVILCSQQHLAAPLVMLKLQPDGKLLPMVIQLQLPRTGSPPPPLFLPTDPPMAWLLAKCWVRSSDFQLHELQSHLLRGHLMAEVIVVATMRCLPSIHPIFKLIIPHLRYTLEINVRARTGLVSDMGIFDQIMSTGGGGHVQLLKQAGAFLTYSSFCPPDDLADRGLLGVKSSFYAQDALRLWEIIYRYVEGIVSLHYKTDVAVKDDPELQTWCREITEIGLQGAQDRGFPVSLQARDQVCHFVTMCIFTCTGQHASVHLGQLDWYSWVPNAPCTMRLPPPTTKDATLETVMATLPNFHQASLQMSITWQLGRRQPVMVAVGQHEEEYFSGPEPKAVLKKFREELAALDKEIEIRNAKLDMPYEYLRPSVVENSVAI
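Readout: Fe(III)-xylenol orange absorbance, 573-to-405 nm ratio as reaction progress. Enzyme 40 nM purified human 15hLO-1, substrate 50 uM arachidonic acid, 6 min RT after 15 min compound preincubation; Hepes pH 7.5 buffer with Triton X-100.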
USP2a inhib = inhibitors of human ubiquitin-specific protease USP2a; USP2a enzymatic assay, qHTS inhibition; Potency, µM (highest dose often 38.3 µM), inactives show top-dose activity change, negative = inhibition, hits mostly inhibitors; 60,000 tested, 0.1% active;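 further: potency means the concentration at half of the fitted maximal effect; nearly all actives have a fitted effect of over 60% in size; plate controls were DMSO for no effect and NEM full inhibition control for full effect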
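USP2 core (20 nM final) was preincubated with compound for 30 min at RT in 20 mM Tris-HCl pH 8.0, 2 mM CaCl2, 2 mM beta-mercaptoethanol; Ub-PLA2 (20 nM) plus NBD C6-HPC (20 uM) then added, fluorescence read after 2.5 h.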
HADH2 inh = HADH2 (human) dehydrogenase inhibition; 73,000 tested, 3.4% active; Q99714; Potency, µM (series often up to 57.1 µM), inactives show at the highest dose activity change, negative = inhibition, actives largely listed as inhibitors; recombinant HADH2, NADH fluorescence, beta-hydroxybutyryl-CoA; AID 886; further: potency means the concentration at half of the fitted maximal effect; on the % scale 0 is the no-effect control and ±100 the full control effect; nearly all actives have a fitted effect of over 60% in size; many of its hits are not listed in these tables
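His-tagged recombinant enzyme from E. coli, 20 nM, preincubated 15 min RT with compound; reaction started with 1 mM NAD+ and 90 uM beta-hydroxybutyryl-CoA in 100 mM Tris-HCl pH 9.0. NADH fluorescence (ex 360/em 450) read over 4 min; last-minus-first difference.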
* = called active by the depositor; i = inactive; u = inconclusive; x = no result given; [ ] = dose if it differs, or a comment. Unless noted, the call rests on the fitted dose curve; in most records, active means well fitted curve in the direction sought with a large enough effect; inconclusive means small, poorly fitted or top-dose-only effect, or another doubt; inactive means no such curve, though single readings can be large; an effect the other way counts as inactive or inconclusive. An excerpt (hit frequency here may not be typical).

SMILES	Pol III holo inh	Rhodamine fluor	HEK293 cAMP cs	BRCT PPI green	Caspase-7 inhib	Casp1 inh	BRCT inh red	Tau fil binding	ALOX15 inhib	USP2a inhib	HADH2 inh
COc1ccc(-n2c(Cc3cc(=O)[nH]c(=O)[nH]3)nnc2SCC(=O)N2CCCC2)cc1	0%	x	u	-1.8%	1%	3%	0.3%	-3%	1%	x	15%
COCCn1nnnc1C(c1cccc(C#N)c1)N1CCCCCC1 (stereo not drawn)	-6%	i	20%	0.8%	0%	0%	-0.5%	-4%	4%	-6%	8%
CCOn1c(=O)c(-c2ccc(OC)cc2)[n+]([O-])c2ccccc21	-3%	i	4%	-0.5%	-5%	-3%	1.4%	u	-8%	-1%	-7%
Cc1cc(NC(=O)c2ccc(NC(=O)C(C)Oc3ccccc3)cc2)no1 (stereo not drawn)	2%	i	2%	-2.0%	0%	0%	1.3%	104%	-3%	7%	4%
CCc1ccc(S(=O)(=O)NCCc2csc(-c3ccccc3)n2)s1	-1%	i	29%	1.8%	-6%	-3%	-1.3%	-25%	-16%	-8%	-13%
O=C(CSc1nc2ccccc2o1)Nc1ccccc1	-2%[11.4 µM]	x	22%[11.4 µM]	-0.2%	1%	0%	-1.9%	16%[11.4 µM]	-6%[11.4 µM]	6%[7.66 µM]	-15%[11.4 µM]
CCOc1ccccc1N1CCN(CC(=O)Nc2nnc(CC)s2)CC1	-10%	i	15%	-1.8%	-1%	-1%	-0.5%	0%	11%	3%	-5%
CC(C)(C)C(=O)/C=C(\N)c1ccccn1	-2%	x	15%	1.1%	-2%	2%	0.9%	-16%	11%	-5%	11%
CCCC[C@@H]1C[C@H]1C(NC(=O)c1cccs1)c1ccc(Cl)cc1 (stereo partly drawn)	-6%	x	u	-2.6%	-2%	-2%	0.3%	-11%	x	x	3%
COc1ccc(-n2c3c(cc(C(=O)N4CCCCC4)c2=O)C(=O)CC(C)(C)C3)cc1	1%	i	u	-0.4%	1%	0%	0.1%	0%	1%	7%	3%
COC(=O)[C@@]1(Cc2ccc(F)cc2)[C@H]2c3cc(C(=O)N4CCCC4)n(CC4CC4)c3C[C@H]2CN1C(=O)c1ccccc1	9%	x	4µM*	-0.9%	-7%	-2%	-4.9%	22%	x	x	5%
COC(=O)CC1Oc2ccc(C)cc2NC1=O (stereo not drawn)	0%	x	2%	-0.1%	-1%	1%	1.0%	-11%	6%	x	6%
COc1ccc2cc(C(c3nnnn3C(C)(C)C)N3CCSCC3)c(=O)[nH]c2c1 (stereo not drawn)	-4%	i	2%	-1.7%	-1%	2%	0.7%	-6%	-2%	167%[activator]	-4%
OC1CCCCC1Sc1nc2ccccc2s1 (stereo not drawn)	1%	i	9%	-1.2%	1%	-1%	-2.3%	-23%	-6%	-6%	-18%
Cc1cccc(N2CC(C(=O)O)CC2=O)c1 (stereo not drawn)	0%	i	18%	0.3%	-1%	2%	-1.4%	-4%	2%	-4%	3%
Cn1c(=O)c2c(ncn2Cc2cc(-c3ccccc3)no2)n(C)c1=O	-1%	i	-8%	2.5%	0%	1%	-0.1%	15%	2%	4%	8%
Cn1[nH]c(=O)c2ccccc2c1=O	-3%	i	7%	-2.5%	1%	-1%	1.2%	-9%	4%	14%	0%
CCOc1ccccc1-n1c(CN2CCN(C(=O)c3ccco3)CC2)nc2ccccc2c1=O	0%	i	-2%	-0.3%	0%	2%	-0.3%	3%	-1%	13%	6%
COc1cccc(C2C(C(N)=O)=C(C)Nc3nc(-c4ccccc4Cl)nn32)c1 (stereo not drawn)	-1%	x	-1%	0.4%	-2%	3%	0.2%	-20%	1%	x	2%
Cc1c(C(=O)NCC2CCCO2)oc2ccc(S(=O)(=O)N3CC(C)CC(C)C3)cc12 (stereo not drawn)	-4%	x	10%	1.3%	1%	-3%	-0.8%	305%	1%	x	5%
Cn1c(=O)oc2cc(S(=O)(=O)N3CCCC3)ccc21	-3%	x	u	-0.5%	0%	0%	-1.3%	0%	11%	x	-2%
CC(C)(C)n1nc2c(c1NC(=O)c1ccc(Br)o1)CS(=O)C2 (stereo not drawn)	-1%	i	10%	-1.2%	2%	-1%	-1.8%	-2%	u	-7%	5%
Cc1cc2c(cc1C)-c1nnnn1C(C)(C)C2	3%	i	u	1.3%	-1%	0%	-1.7%	1%	-6%	-4%	-4%
O=C(CSCc1cccc(F)c1)N1CCN(c2ccccc2)CC1	-1%	i	32µM*	-1.8%	-2%	1%	-1.5%	4%	-5%	-7%	8%
CSc1nc(N)nc(SCCS(=O)(=O)c2ccc(Cl)cc2)c1C#N	5%	i	7%	0.5%	-3%	-1%	0.6%	10%	-17%	15%	-1%
Going on with the list.
SMILES	Pol III holo inh	Rhodamine fluor	HEK293 cAMP cs	BRCT PPI green	Caspase-7 inhib	Casp1 inh	BRCT inh red	Tau fil binding	ALOX15 inhib	USP2a inhib	HADH2 inh
O=C(CN(C(=O)CCC(=O)Nc1nccs1)c1ccc(F)cc1)NCc1ccco1	-5%	i	4%	-1.6%	5%	0%	-2.1%	0%	5%	-4%	-4%
CC(C)c1ccc(NS(=O)(=O)c2cn(C)c(=O)n(C)c2=O)cc1	-4%	x	6%	-0.7%	-8%	-1%	-1.0%	3%	2%	x	-3%
COc1ccc2c(c1)CCc1c(C(=O)N3CCCc4ccccc43)noc1-2	3%	i	u	4.4%	-1%	-2%	-0.6%	7%	u	u	-14%
C[N+](C)(C)c1cc2c(nn1)Nc1ccccc1S2	-11%[11.4 µM]	i	-19%[11.4 µM]	-2.2%[15.4 µM]	-9%[11.5 µM]	-3%[11.5 µM]	-2.4%[15.4 µM]	-27%[11.4 µM]	u	x	-13%[11.4 µM]
O=C(CCSCCC(=O)NCC1CCCO1)NCC1CCCO1 (stereo not drawn)	-1%	i	-2%	-1.2%	-1%	1%	0.8%	9%	3%	15%	-18%
CC1CCN(c2nc3c(c(=O)[nH]c(=O)n3C)n2Cc2ccccc2)CC1	0%	x	u	-0.7%	4%	3%	-0.6%	7%	8%	x	-1%
COc1ccccc1N1CCN(CC(=O)c2c(C)[nH]c3cc(C)ccc23)CC1	0%	i	12%	-0.2%	1%	-1%	0.0%	2%	-4%	20%	1%
COc1ccc(S(=O)(=O)N(CC(=O)NC2CC2)C2CCCCC2)cc1Cl	-5%	i	5%	-1.8%	2%	0%	0.0%	-12%	-6%	11%	8%
COC(=O)CCCCCN1C(=O)NC(c2ccccc2)C(C(=O)OCc2ccccc2)=C1C (stereo not drawn)	-7%	x	14%	-0.9%	-4%	-1%	1.8%	-20%	-6%	x	4%
O=C(Nc1nc2ccccc2[nH]1)C1CCCO1 (stereo not drawn)	5%	x	1%	-0.8%	0%	2%	1.1%	-1%	5%	x	2%
COc1cccc(NC(=O)CSc2nc3n[nH]c(C)c3c(=N)n2-c2cccc(OC)c2)c1	-3%	i	8%	-0.3%	-2%	-7%	-2.1%	27%	-5%	38%[activator]	u
CCOCCCNC(=O)C1CCN(c2cc(C)nc3c(-c4ccc(OC)c(OC)c4)c(C)nn23)CC1	2%	i	-2%	-2.7%	1%	0%	-0.4%	-10%	3%	22%	3%
NS(=O)(=O)c1cc(C(=O)O)c(O)c2ccccc12	-5%[11.4 µM]	i	7%[11.4 µM]	-1.3%[15.4 µM]	1%[11.5 µM]	0%[11.5 µM]	0.0%[15.4 µM]	4%[11.4 µM]	6%[11.4 µM]	x	-19%[11.4 µM]
COc1cc2cc(C(c3nnnn3C3CCCC3)N3CCCCCC3)c(=O)[nH]c2cc1OC (stereo not drawn)	-3%	i	13%	-8.9%	-10%	-10%	-1.5%	4%	u	27%	23%
O=C(CSc1nnc(-c2ccc(OC(F)F)cc2)o1)N1CCOCC1	-6%	i	-8%	-2.6%	0%	1%	-0.5%	2%	3%	3%	-3%
CN1CCN(c2nc(-c3ccc4c(c3)OCO4)nc3ccccc23)CC1	-6%	i	10%	-0.3%	-2%	1%	1.8%	37%	3%	183%[activator]	8%
O=C(O)CC(C(=O)OC1CCCCC1)N1CCOCC1 (stereo not drawn)	2%	i	0%	0.9%	0%	-1%	0.1%	-8%	12%	3%	4%

Just HADH2 inh, for some of the entries so far:
SMILES	HADH2 inh
O=C(CN(C(=O)CCC(=O)Nc1nccs1)c1ccc(F)cc1)NCc1ccco1	-4%
CC(C)c1ccc(NS(=O)(=O)c2cn(C)c(=O)n(C)c2=O)cc1	-3%
